Screens deposited in PubChem by National Center for Advancing Translational Sciences (NCATS).
ERK EGF block – blocks ERK signaling stimulated by EGF. actives 0.41% (n = 130,000). Potency, µM (top dose mostly 11.5 µM), for the others: at the highest dose activity change, negative = inhibition, usual class: inhibitors. HEK293-V1b, EGF-stimulated phospho-ERK AlphaScreen; active = well fitted inhibition curve with a large enough effect; inconclusive = small, poorly fitted or top-dose-only effect, or effect the other way;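 note: plate controls were stimulated vehicle wells for no effect and unstimulated vehicle basal for full effect; nearly all actives have a fitted effect of over 55% in size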
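HEK293 cells stably expressing V1b receptor, serum-reduced (1% FBS) overnight, pretreated 30 min with compound, then stimulated 5 min with 25 nM EGF; phospho-ERK detected by AlphaScreen SureFire. AC50 from Hill fits, normalized to DMSO and EGF.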
The depositor's hits bear a star; ? = inconclusive; & = joins results of further samples; [ ] = another dose, or the depositor's remark. Potency is the fitted concentration of half-maximal effect.

SMILES	ERK EGF block
CC(=O)NS(=O)(=O)c1ccc(NC(=O)C2C3C=CC(C3)C2C(=O)O)cc1 (stereo not drawn)	2%
COc1ccc(NC(=O)CN2C(=O)C(c3ccccc3)=NC23CCCCCC3)cc1OC	7%
COc1ccc(C2CC(c3ccc4ccccc4c3)=NN2C(=O)CNC2CCCCC2)cc1 (stereo not drawn)	6%
CCN1CCN(c2ccc(NC(=O)c3cccc(F)c3)cc2Cl)CC1	1%
COc1ccc(OCC(O)CNS(=O)(=O)c2ccc(C)cc2)cc1 (stereo not drawn)	-7%[57.5 µM]
O=C(NCc1ccc(Cl)cc1)c1ccc(CNc2c(N3CCOCC3)c(=O)c2=O)cc1	-6%[57.5 µM]
COc1ccc(C(CC(=O)N2CCCC(C)C2)c2c(OC)cc(OC)c3c(-c4ccccc4)cc(=O)oc23)cc1 (stereo not drawn)	-9%[57.5 µM]
S=c1[nH]nc(-c2ccc(Cl)cc2)n1-c1ccc2c(c1)OCCO2	3%
Cc1ccc(S(=O)(=O)N(CC(=O)NC2CCCC2)c2cccc(C)c2)cc1	11%
CC(C)(C)c1cc(N)on1	2%
CC(=O)c1cn(CCC(C)C)c(=O)[nH]c1=O	10%
COC(CNC(=O)c1ccc2c(c1)ncn2-c1ccc(F)c(F)c1)OC	-5%
CCc1nnc(NS(=O)(=O)c2ccc(N3C(=O)c4ccc(C(=O)O)cc4C3=O)cc2)s1	-9%
CC(C)(C)c1ccc(/C=C/C(=O)Nc2ccncc2)cc1	?
CC1(C)C(=O)NCCN1C(=O)CCC(=O)O	2%
Cc1csc(SCC(=O)Nc2ccc3c(c2)OCCO3)n1	-5%
CCOc1nc(NC(=O)NS(=O)(=O)Oc2cccc(Cl)c2)nc(-c2ccccc2)n1	5%
O=C(O)COc1ccc(/C=N/NC(=O)COc2nsnc2N2CCOCC2)cc1	0%
CC1(c2ccccc2)CC(C)(C)N(C(=O)CSc2nnc(N)s2)c2ccccc21 (stereo not drawn)	4%
Cc1ccc(CNC(=O)C(C)C2Sc3ccccc3NC2=O)cc1 (stereo not drawn)	-4%[57.5 µM]
O=C(Nc1cccc(Cl)c1)c1ccc2c(c1)SC1=NS(=O)(=O)CCN12	-5%
O=C(COc1ccc(Cl)cc1)N1CCN(C(=O)c2cccs2)CC1	-5%
COc1ccc2[nH]c(C)c(CCNC(=S)Nc3cc(C)cc(C)c3)c2c1	-1%
COc1cc(OC)c(C2=NOC(C(=O)Nc3c(C)n(C)n(-c4ccccc4)c3=O)C2)cc1Cl (stereo not drawn)	-2%
CCn1cc(C(=O)Nc2ccc(F)c(F)c2)cn1	0%

Quoted from the listing:
O=C(Nc1cccc(Cl)c1)c1ccc2c(c1)SC1=NS(=O)(=O)CCN12 in ERK EGF block = -5%
Cc1csc(SCC(=O)Nc2ccc3c(c2)OCCO3)n1 in ERK EGF block = -5%

Following part
SMILES	ERK EGF block
S=C(Nc1ccc(Cc2ccncc2)cc1)Nc1cccc(Cl)c1	-1%
CCc1c(C)nc(SC(C(=O)O)c2ccccc2)c(C#N)c1C (stereo not drawn)	-2%
CC(C)(C)C(=O)Nc1c(Br)c(C2CC2)nn1-c1ccccc1	-9%[57.5 µM]
O=C(c1cccs1)N1CCCC1	-5%
O=C1[C@H]2[C@H](ON3CCCC[C@H]23)C(=O)N1c1cccc(C(F)(F)F)c1	2%
Cc1cc(C)n(-c2ccc(F)cc2CN2CCN(C3CCCC3)C(CCO)C2)n1 (stereo not drawn)	3%
O=C(Nc1cc(SCC(O)CO)cc([N+](=O)[O-])c1)c1ccc(-n2cnnn2)cc1 (stereo not drawn)	-10%
CCSc1nc2c(cnn2-c2ccccc2)c(=O)n1N	?
Cc1ccccc1Oc1nc2ccccc2n2cnnc12	8%
COc1ccc(-c2ccc(SCC(=O)Nc3nnc(C)s3)nn2)cc1	5%
COc1ccc(CC(=O)NCc2n[nH]c(=S)n2-c2cccc(Cl)c2)cc1	7%
CC1C/C=C/C=C/C=C/C=C/C(O[C@@H]2O[C@H](C)[C@@H](O)[C@H](N)[C@@H]2O)CC2OC(O)(CC(O)CC3OC3/C=C/C(=O)O1)CC(O)C2C(=O)O (stereo partly drawn)	-2%
CCCCCC(=O)NCC(C)NC(=O)CCCCC (stereo not drawn)	2%
Nc1ccc(C(=O)NCC2(c3ccccc3)CCCC2)cc1	2%
CCCCN1CC2([N+](=O)[O-])C=CC(=O)C([N+](=O)[O-])(C1)C2CC(=O)c1ccccc1 (stereo not drawn)	4%
CCOC(=O)CNc1nc(Cl)nc(Nc2ccc(C)cc2)n1	3%[57.5 µM]
CC(=O)NCC1CCCN(c2nc3nonc3nc2N(C)Cc2ccccc2)C1 (stereo not drawn)	-1%
S=C(NCc1ccco1)Nc1ccc2c(c1)OCCO2	9%
Cc1ccc(Nc2nc(-c3cccnc3)nc3ccccc23)cc1	?
COC(=O)Cc1ccc(NC(=O)c2ccccc2Br)cc1	-15%
CCOc1ccc(C(=O)N/N=C/c2ccccc2[N+](=O)[O-])cc1	-1%
O=C(O)CCC(=O)Nc1ccc(Br)cc1C(=O)c1ccccc1	?
O=C(NC(=S)Nc1ccc(CN2CCCCC2)cc1)c1cccc(OCc2ccccc2)c1	-6%
CCOC(=O)c1c(N)n(-c2ccc(N)cc2)c2nc3ccccc3nc12	15%
CCOC(=O)C1=C(C)N(c2ccc(OC)cc2)C(=O)/C1=C\c1cccs1	9%
Other structures:
SMILES	ERK EGF block
CN(c1ccccc1)c1nc(N)c([N+](=O)[O-])c(NCc2ccccc2)n1	?
N#Cc1c(-c2ccc(Br)cc2)cc(-c2cccnc2)nc1N	-7%
CCOc1ccc(NC(=O)CC2C(=O)N(C)C(=S)N2CCCc2ccccc2)cc1 (stereo not drawn)	0%
Cc1cccc(C(=O)Oc2coc(CSc3nnc(NC(=O)C4CC4)s3)cc2=O)c1	4%
COc1cccc(-c2nc(-c3ccc4c(c3)-c3ccccc3S4(=O)=O)c(-c3ccccc3)[nH]2)c1OC	-1%
Cc1ccc(-c2csc(Nc3ccc(S(N)(=O)=O)cc3)n2)o1	5%
N#CC(C#N)=C(N)Nc1cccc(Cl)c1	15%[57.5 µM]
COc1ccc(OC)c(/C=N/NC(=O)c2cnccn2)c1	-8%[57.5 µM]
Cc1oc(-c2ccc(-c3ccccc3)cc2)nc1CN(C)C1CCOC1 (stereo not drawn)	4%
Cc1cc(C)c(S(=O)(=O)NC2CCN(Cc3ccccc3)CC2)c(C)c1	2%[57.5 µM]
O=S(=O)(c1cccc2nsnc12)N1CCN(c2ccccc2F)CC1	2%
O=C(NC(Cc1c[nH]c2ccccc12)C(=O)O)/C(=C\c1ccc2c(c1)OCO2)NC(=O)c1ccccc1 (stereo not drawn)	6%[57.5 µM]
Cn1c(CCN2CCOCC2)nc2cc(NS(=O)(=O)c3ccccc3)ccc21	-2%[57.5 µM]
COc1ccc(Cn2c(=O)[nH]c3cc(OC)c(OC)cc3c2=O)cc1	-2%[57.5 µM]
O=[N+]([O-])c1cnn2cc(Br)cnc12	1%
CC1=C(C(=O)OCc2ccccc2)C(c2ccccc2)NC(=O)N1CCCCCC(=O)O (stereo not drawn)	0%&-7%
CCOC(=O)C1(Cc2cccc(OC)c2)CCN(CC2CC=CCC2)CC1 (stereo not drawn)	-5%
CCCn1c(=O)c(Br)cn(-c2ccccc2C)c1=O	5%[57.5 µM]
Cc1cc(C)c(OCC(=O)Nc2nnn(C)n2)c(Br)c1	7%
Cc1ccc(S(=O)(=O)N(C)c2nc3ccccc3[nH]c2=S)cc1	-20%[57.5 µM]
COC(=O)c1ccccc1S(=O)(=O)N1CCC(C(=O)OC(C)C(=O)NC(N)=O)CC1 (stereo not drawn)	2%
CN1CC[C@@]2(CCCN(S(=O)(=O)c3ccccc3)C2)C1	1%
CN(C)c1ccc(/C=C/c2ccc3ccccc3n2)cc1	?
CN(C1CCCCC1)S(=O)(=O)c1ccc(-c2ccccn2)s1	-4%[57.5 µM]
CCCc1cc(=O)[nH]c(SCC(=O)c2ccc3c(c2)OCCO3)n1	-2%
Next section
SMILES	ERK EGF block
Nc1nc(N2CCN(C(c3ccccc3)c3ccccc3)CC2)n[nH]1	-6%
N#Cc1c(N)nc2c(c1N)CC(C(F)(F)F)O2 (stereo not drawn)	0%
Cc1ccc(NCc2ccccc2F)cc1	4%
CC(C)(C)n1nc2c(c1NC(=O)COc1ccccc1F)CS(=O)(=O)C2	2%
Cc1cc(C)nc(NCC(O)CNc2ccccc2Cl)n1 (stereo not drawn)	-7%
CCc1cc(-c2[nH]ncc2-c2nc3ccccc3n2C)c(O)cc1O	-10%[57.5 µM]
O=C1NCN(CCO)CN1	-25%[57.5 µM]
NS(=O)(=O)c1ccc(CCNC(=O)CSc2nc3ccccc3c(=O)n2CCN2CCOCC2)cc1	1%
CC(=O)NC(Cc1ccccc1F)C(=O)NC1CCN(c2ncccc2[N+](=O)[O-])CC1 (stereo not drawn)	0%
Cc1ccc(OCC(=O)NC(=S)Nc2cccc(C)n2)cc1	-2%
C=CCn1c(COc2cccc(C)c2)nnc1SCC(=O)c1c[nH]c2c(CC)cccc12	-10%
CCOC(=O)c1nn(-c2ccccc2)c2nc(-c3ccc(OC)cc3)c(C#N)c(=O)n12	13%
Cc1cccc(/C(N)=N/OC(=O)c2ccc(F)cc2)c1	4%
CC1=CC(C)(C)N(C(=O)CNC2CCCC2)c2cc(C)ccc21	-2%
COc1ccccc1CN1C[C@@H]2C[C@@H](c3ccc(Cl)cc3)N3CCC[C@@]23C1=O	3%
O=C(COC(=O)CNS(=O)(=O)c1ccccc1)NC12CC3CC(CC(C3)C1)C2	-10%
COc1ccc(OCC(=O)Nc2ccccc2C(=O)N2CCOCC2)cc1	3%
Cc1ccn2cc(-c3ccc(Br)cc3)nc2c1	8%[57.5 µM]
O=C(Nc1nccs1)C(c1ccccc1)N1CCCC1 (stereo not drawn)	-7%
O=C(COC(=O)/C=C/c1cccc(C(F)(F)F)c1)NCc1ccc(F)cc1	-4%
COCCNC(=S)N1CCN(c2nc3ccccc3s2)CC1	-6%
O=c1c2cn[nH]c2[nH]c(=S)n1-c1cccc(Cl)c1	-17%
COc1ccc(-c2cnc3c(c2)CCC3(C#N)C#N)cc1	-4%
CCOC(=O)c1ccc(NC(=S)N(CCCN2CCN(CC)CC2)Cc2ccco2)cc1	1%
O=C(COC(=O)c1cc(S(=O)(=O)N2CCCCC2)ccc1N1CCOCC1)NCCc1ccc(F)cc1	26%
(cont.)
SMILES	ERK EGF block
O=C(NCc1ccco1)C(=S)N1CCCC1	-7%
O=C(NC1CCCCCCC1)C1CCC(CNc2c(N3CCCC3)c(=O)c2=O)CC1 (stereo not drawn)	-5%
Cc1ccc(OCC(=O)Nc2ccc3c(c2)OCO3)c(C)c1	-6%
Cc1cccc(N/C(N)=N/c2nc(C)cc(=O)[nH]2)c1	25%
COc1ccc(C2=[N+]([O-])C(C)(C)C(c3ccccc3)=N2)cc1	2%
N#C/C(=C/c1cn(-c2ccccc2)nc1-c1cccc(OCc2ccc(F)cc2)c1)C(=O)NCCCn1ccnc1	-2%
CCN(CCn1cccn1)Cc1cn[nH]c1-c1ccc(-c2ccccc2)cc1	0%
Cn1cc(Br)c(NC(=O)/C=C/C(=O)O)n1	0%[57.5 µM]
CC(=O)NN1C(=O)/C(=C/c2ccc(C(C)C)cc2)SC1=S	-4%
O=C(O)c1ccc(-c2nc3ccccc3[nH]2)cc1	-4%
COc1ccc(C2c3[nH]c4ccccc4c3CC3C(=O)N(CCc4ccc(OC)c(OC)c4)CC(=O)N32)cc1 (stereo not drawn)	-7%
N#Cc1cccn1-c1nccs1	-1%
CN1/C(=C/c2cc[n+](C)c3ccccc23)C=Cc2ccccc21	10µM*
Cc1cc(C)c(C(=O)N2CCCC(C(=O)c3cc(F)ccc3F)C2)o1 (stereo not drawn)	3%
CC1CCc2c(nc3ncnn3c2Nc2ccc(OC(F)(F)F)cc2)C1 (stereo not drawn)	-15%
CCCC1N2CC3([N+](=O)[O-])CN1CC([N+](=O)[O-])(C2)C3(C)C (stereo not drawn)	-12%
CCCC(=O)c1cc2c(cc1NC(=O)c1ccccc1F)OCCO2	-1%
CCCOc1ccc(C(C)=O)cc1CSCCC#N	-8%

In the list so far, these contain a Cl atom.
SMILES	ERK EGF block
CCN1CCN(c2ccc(NC(=O)c3cccc(F)c3)cc2Cl)CC1	1%
O=C(NCc1ccc(Cl)cc1)c1ccc(CNc2c(N3CCOCC3)c(=O)c2=O)cc1	-6%[57.5 µM]
S=c1[nH]nc(-c2ccc(Cl)cc2)n1-c1ccc2c(c1)OCCO2	3%
CCOc1nc(NC(=O)NS(=O)(=O)Oc2cccc(Cl)c2)nc(-c2ccccc2)n1	5%
O=C(Nc1cccc(Cl)c1)c1ccc2c(c1)SC1=NS(=O)(=O)CCN12	-5%
O=C(COc1ccc(Cl)cc1)N1CCN(C(=O)c2cccs2)CC1	-5%
COc1cc(OC)c(C2=NOC(C(=O)Nc3c(C)n(C)n(-c4ccccc4)c3=O)C2)cc1Cl (stereo not drawn)	-2%
S=C(Nc1ccc(Cc2ccncc2)cc1)Nc1cccc(Cl)c1	-1%
COc1ccc(CC(=O)NCc2n[nH]c(=S)n2-c2cccc(Cl)c2)cc1	7%
CCOC(=O)CNc1nc(Cl)nc(Nc2ccc(C)cc2)n1	3%[57.5 µM]
N#CC(C#N)=C(N)Nc1cccc(Cl)c1	15%[57.5 µM]
Cc1cc(C)nc(NCC(O)CNc2ccccc2Cl)n1 (stereo not drawn)	-7%
COc1ccccc1CN1C[C@@H]2C[C@@H](c3ccc(Cl)cc3)N3CCC[C@@]23C1=O	3%
O=c1c2cn[nH]c2[nH]c(=S)n1-c1cccc(Cl)c1	-17%

An excerpt; count on the stated rates, not on these rows.
